Bioassay records as filed in PubChem.
HCV inhibitor – blocks hepatitis C virus; Potency, µM (series often up to 41.8 µM), for inactives: at the highest dose activity change, negative = inhibition, most hits filed as inhibitors; Huh7.5.1 HCVcc-Cre infection, luciferase reporter, 44 h; hit rate 3.4% among 340,000; further: potency means the concentration at half of the fitted maximal effect
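Compounds are dispensed onto cells plated 4 h earlier at 1,000 per well, with HCVcc-Cre virus (about 0.5 moi) added next. Following 44 h of culture, luminescent signal is measured for 15 sec after 15 min with substrate at room temperature.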
FBPA Giardia inh – blocks Giardia fructose-bisphosphate aldolase activity | A8B2U2 | Potency, µM (titrated, usually from 59.6 µM), inactives show at the top dose activity, negative = inhibition, most hits filed as inhibitors | purified Giardia FBPA | hit rate 0.71% among 290,000 | AID 2451; further: potency means the concentration at half of the fitted maximal effect; nearly all actives have a fitted effect of over 55% in size
Target sequence (A8B2U2 whole entry, looked up): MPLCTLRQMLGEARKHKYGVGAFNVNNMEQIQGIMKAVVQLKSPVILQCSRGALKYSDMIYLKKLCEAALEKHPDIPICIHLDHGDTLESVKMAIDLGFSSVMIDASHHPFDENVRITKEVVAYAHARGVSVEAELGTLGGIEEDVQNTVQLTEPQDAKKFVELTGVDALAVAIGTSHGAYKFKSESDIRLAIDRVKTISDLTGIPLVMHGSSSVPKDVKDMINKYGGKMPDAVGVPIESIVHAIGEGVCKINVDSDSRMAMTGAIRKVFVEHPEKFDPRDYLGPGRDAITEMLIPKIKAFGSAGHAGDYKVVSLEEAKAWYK
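Giardia FBPA (40 nM reagent) was preincubated 10 min at RT with compound (up to 57.5 uM final), then substrate plus GAPDH/TPI/NAD/arsenate coupling system with diaphorase/resazurin was added; resorufin fluorescence (525/598 nm) was read after 20 min.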
AmpC inh detg – blocks E. coli AmpC beta-lactamase in detergent assay | P00811 | AmpC hydrolysis of nitrocefin, absorbance 480 nm, 0.01% Triton | Potency, µM (doses to about 114 µM), for inactives: at the top dose activity change, negative = inhibition, most hits filed as inhibitors | hit rate 0.041% among 370,000 | AID 485294;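 further: potency means the concentration at half of the fitted maximal effect; 0% = no-compound wells and -100% = no-enzyme wells; nearly all actives have a fitted effect of over 25% in size; some results filed as inactive show a strong effect at the top dose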
Target sequence (P00811 whole entry, looked up): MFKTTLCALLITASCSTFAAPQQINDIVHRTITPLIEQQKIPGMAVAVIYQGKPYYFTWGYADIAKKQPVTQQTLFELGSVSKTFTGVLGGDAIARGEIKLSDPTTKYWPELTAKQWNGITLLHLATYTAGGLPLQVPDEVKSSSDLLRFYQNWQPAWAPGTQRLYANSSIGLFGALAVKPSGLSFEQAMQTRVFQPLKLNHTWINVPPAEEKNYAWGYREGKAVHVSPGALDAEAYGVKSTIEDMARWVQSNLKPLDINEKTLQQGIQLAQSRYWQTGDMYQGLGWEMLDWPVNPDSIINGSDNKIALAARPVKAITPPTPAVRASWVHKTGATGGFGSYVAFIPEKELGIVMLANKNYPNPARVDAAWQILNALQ
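20 mM phosphate pH 7.0 + 0.01% (detergent screen) or 0.0001% Triton X-100; 5.3 nM AmpC reagent; cpd preinc 15 min RT; nitrocefin (800 uM stock) to start; A480 q20 s × 4 min; Activity was normalised to no-enzyme and no-compound control wells.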
HCMV antiviral – human cytomegalovirus inhibition. activity change, negative = inhibition, % at 57.5 µM. hit rate 4.5% among 410,000. HFF cells, HCMV-luciferase reporter, 72 h; active compounds read low. AID 1259415; in the data active means activity change below about -60%; inconclusive means no clear call, values can overlap the other calls; inactive means above about -39%
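HFF cells seeded 16 h at 37C, treated with compounds, infected with luciferase-reporter HCMV at MOI 1 PFU/cell; luciferase read at 72 h post infection, normalized to buffer-only and Salinomycin controls.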
AmpC inh no detg – inhibitors of E. coli AmpC beta-lactamase without detergent; P00811; AmpC nitrocefin hydrolysis, absorbance 480 nm, 0.0001% Triton; Potency, µM (highest dose often 57.1 µM), for inactives: top-dose activity change, negative = inhibition, actives largely listed as inhibitors; hit rate 0.52% among 330,000;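 further: potency means the concentration at half of the fitted maximal effect; plate controls were no compound for no effect and no enzyme for full effect; nearly all actives have a fitted effect of over 20% in size; some results filed as inactive show a strong effect at the top dose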
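AmpC (5.3 nM in the dispensed reagent) in 20 mM phosphate pH 7.0 with 0.01% (detergent screen) or 0.0001% Triton X-100 was preincubated with compounds for 15 min at room temperature. Nitrocefin was then added from an 800 uM solution, and hydrolysis was followed at 480 nm.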
Sm TGR block – S. mansoni TGR enzyme inhibition | Q962Y6 | purified TGR, DTNB reduction, TNB absorbance 405 nm | Potency, µM (highest dose often 114 µM), inactives show top-dose activity change, negative = inhibition, usual class: inhibitors | hit rate 3% among 360,000 | AID 485364; further: potency means the concentration at half of the fitted maximal effect; nearly all actives have a fitted effect of over 60% in size
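First, TGR (20 nM dispensed) and NADPH were mixed with compound. Second, a 15 min room-temperature incubation followed. Third, further NADPH and then DTNB were added to start the reaction. Finally, TNB absorbance was monitored kinetically.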
* hit, by the source's call; ? = inconclusive; . = no result given; & = joins results of further samples; [ ] = another dose, or the depositor's remark. Unless noted, the call rests on the fitted dose curve; in most records, active means well fitted curve in the direction sought with a large enough effect; inconclusive means small, poorly fitted or top-dose-only effect, or another doubt; inactive means no such curve, though single readings can be large; an effect the other way counts as inactive or inconclusive. Unless noted, on the % scale 0 is the no-effect control and ±100 the full control effect.

molecule | AmpC inh detg | Sm TGR block | AmpC inh no detg | FBPA Giardia inh | HCV inhibitor | HCMV antiviral
O=C(NCc1ccco1)c1cccc(S(=O)(=O)N2CCc3ccccc32)c1 | ? | 6% | -30% | 2% | -13% | ?
CCOc1ccc(CCNC(=O)COC(=O)Cn2cnc3ccccc3c2=O)cc1OCC | ? | -3% | 63%[activator] | 2% | 6% | -22
OC(c1ccc(Cl)cc1)c1nccc2ccccc12 (configuration not stated) | -10% | 5% | -23% | ? | 8% | 1
O=C(CCc1ccc(S(=O)(=O)N2CCOCC2)cc1)OCC(=O)c1ccccc1F | . | . | 18% | . | 13% | 0
Cc1ccc(Cn2ncc3c(N4CCN(c5ccc(C)cc5)CC4)ncnc32)cc1 | -7% | -5% | -21% | 7% | ? | ?
COc1ccc(C2CC(=O)c3c([nH]c(C(=O)OC(C)C)c3C)C2)cc1OC (configuration not stated) | -17% | 4% | 32% | 2% | ? | -19
Cc1ccc(S(=O)(=O)N(Cc2ccc([N+](=O)[O-])cc2)C(=O)N2CCN(C)CC2)cc1 | ? | -15% | 19% | . | 25% | -13
CCN(C(=O)COC(=O)c1nc(Cl)ccc1Cl)C1CCS(=O)(=O)C1 (configuration not stated) | -10% | -6% | -4% | . | -3% | -16
C=CCNC(=O)COC(=O)c1ccccc1C(=O)N(C)C1CCCCC1 | ? | 0% | -14% | 1% | 4% | 44
COc1ccc(N2CCN(CCCn3c(=S)[nH]c4ncccc4c3=O)CC2)cc1 | ? | -6% | -2% | -6% | -5% | ?
COc1ccc(NC(=O)CCOc2ccccc2C)cc1S(=O)(=O)N1CCCCC1 | 0% | 0% | -11% | . | 11µM* | ?
O=C(O)c1sc2ncccc2c1OCc1ccccc1 | -2% | . | -26% | 22% | 13% | -17
C=CCn1c(O)c(N=O)c2ccccc21 | -5% | 10% | -10% | -2% | -3% | -29
O=C(CN1CCN(Cc2ccccc2Cl)C1=O)NC1CCCCCCC1 | -1% | 0% | 39% | 1% | -7% | ?
COC(=O)CC1COc2ccccc2N1C(=O)c1ccc(Br)cc1 (configuration not stated) | -3% | -1% | 50% | 0% | 8% | 10
COc1ccc(N2CC(NC(=O)c3cc4ccccc4o3)CC2=O)cc1OC (configuration not stated) | -1% | 4% | . | . | . | -13
O=C(c1cccc(C(F)(F)F)c1)C1CCCN(Cc2ncc[nH]2)C1 (configuration not stated) | 2% | 0% | -2% | 13% | 5% | -22
CCCCCCCNC1=CC(=O)CC(c2ccccc2)C1 (configuration not stated) | -8% | -1% | 2% | 12% | ? | -88*
COCCN(CCOC)C(=O)Nc1ccc(Cl)cc1 | ? | 1% | -8%[11.4 µM] | 9% | 22% | -19
CCN(CC(=O)Nc1ccc2c(c1)OCCO2)C(=O)/C=C/c1ccc(F)cc1 | -6% | -1% | -12% | -2% | -16% | 30
O=C1c2ccccc2CN1C(CO)Cc1ccccc1 (configuration not stated) | -1% | -1% | -14% | -1% | 3% | 29
COc1ccc(CC2C(=O)N(C)C(=O)N(C)C2=O)c(OC)c1 | -5% | ? | -13% | ? | 3% | 7
O=C(COC(=O)c1cc(S(=O)(=O)N2CCCCC2)ccc1N1CCOCC1)c1ccc(Cl)cc1 | -16% | 7% | 31% | . | ? | 9
O=C(c1ccc(Br)o1)N1CCN(Cc2ccccc2Cl)CC1 | ? | ? | 49% | 3% | -8% | 45
CCOc1ccc(NC(=S)Nc2ccc(C)c([N+](=O)[O-])c2)cc1 | -14% | -16% | -34% | -8% | -34% | 7

Later entries:
molecule | AmpC inh detg | Sm TGR block | AmpC inh no detg | FBPA Giardia inh | HCV inhibitor | HCMV antiviral
O=C(O)c1cccc(N2C(=O)c3cc([N+](=O)[O-])cc4cc([N+](=O)[O-])cc(c34)C2=O)c1 | -17% | 2µM* | -32% | ? | ? | -18
C#C[C@]1(O)CC[C@H]2[C@@H]3CCc4cc(OC)ccc4[C@H]3CC[C@@]21C | 0% | 0% | -16% | 0% | 2%[8.37 µM] | 38
COc1ccccc1N(C)S(=O)(=O)c1ccc(C(=O)Nc2ccncc2)cc1 | ? | -1% | -13% | . | ? | ?
COc1ccc(NC(=O)CCS(=O)(=O)c2nc(-c3ccc4c(c3)OCO4)cc(C(F)(F)F)n2)cc1OC | -1% | -33% | . | . | . | 10
O=C(O)c1ccc(CNC(=O)c2ccc(Br)o2)cc1 | ? | 3% | 0% | 7% | 18% | 50
CCc1ccc(OCC(O)CN2CCN(CCO)CC2)cc1 (configuration not stated) | 3% | -17% | 2% | ? | -13% | 7
O=c1[nH]c2ccc(Cl)cc2c(=O)n1Cc1ccco1 | ? | 1% | -23% | 0% | -1% | -26
CC(=O)N(c1cccc(C)c1)S(=O)(=O)c1ccc(Cl)cc1 | -4% | 5% | -18% | 1% | 11% | -14
O=C(CCCc1ccccc1)NCc1cccnc1 | ? | 0% | -15% | 7% | 17% | 67
CCN(CC)S(=O)(=O)c1ccc2c(c1)N(CC(=O)Nc1ccc(F)cc1F)C(=O)C1CCCN21 (configuration not stated) | 4% | -3% | . | . | . | -5
Cc1ccc(NC(=O)C2C3/C=C\CCCCC32)cc1 (configuration not stated) | -5% | 2% | -9% | -4% | 0% | -7
Cc1nc(N2CCCC2)c2nnn(Cc3ccccc3Cl)c2n1 | -13% | 5% | -12% | -2% | -10% | ?
O=C(c1cccs1)N1CCN=C1SCc1ccccc1 | -2% | -4% | -15% | 5% | -19% | 24
CN1CCc2ccccc2Cc2[nH]c3ccccc3c2CC1 | 1% | -31% | -28% | -1%&-7% | -17% | 2
COc1cc(C2C(C(=O)c3cccs3)=C(O)C(=O)N2CCN2CCOCC2)cc(OC)c1OC (configuration not stated) | -6% | -12% | -4% | -1% | -12% | -9
CC(C)OCCCNC(=O)c1ccncc1 | ? | -5% | 1% | 1% | . | -7
COc1ccc(Cl)cc1-c1nc(-c2ccc(Br)o2)no1 | ? | 3% | -18% | 2% | 16% | 75
CCOc1ccc(-c2c(C(=O)N/N=C(\C)c3ccccc3OC)nnn2-c2nonc2N)cc1 | -10% | -13% | -1% | 10% | ? | -23
O=C(CN1C(=O)CCSc2ccc(S(=O)(=O)N3CCCC3)cc21)Nc1ccccc1 | -1%&20% | 1%&1% | -3% | 10% | 5% | -18&-24
CCOc1ccc(S(=O)(=O)Nc2cccc(C(=O)NCCCN3CCOCC3)c2)cc1 | -17% | -4% | -3% | . | 13% | -6
O=C(NC1CC(=O)N(c2cccc(F)c2)C1)c1ccc(Br)o1 (configuration not stated) | 1% | -3% | . | . | . | -35
CS(=O)(=O)N(CC(=O)Nc1ccccc1Sc1ccccc1)C1CCCCC1 | 0% | 4% | 35% | 10% | 6% | -16
Cc1cccc(-c2nc(CS(=O)CC(=O)NC3CCCC(C)C3C)c(C)o2)c1 (configuration not stated) | ? | 5µM* | 137%[activator] | -9% | -17% | -13
COC(=O)[C@H]1[C@@H](C)N(Cc2ccccc2)C(=O)N[C@H]1c1cccc(C(F)(F)F)c1 | . | . | . | 5%[12.9 µM] | -14% | -12
Cc1cc(C(=O)NC(C)C)on1 | -1% | ? | -6% | 3% | 1% | -10

In a second layout: results already given.
CCOc1ccc(-c2c(C(=O)N/N=C(\C)c3ccccc3OC)nnn2-c2nonc2N)cc1
  AmpC inh detg = -10%; Sm TGR block = -13%; AmpC inh no detg = -1%; FBPA Giardia inh = 10%; HCV inhibitor = ?; HCMV antiviral = -23

O=C(CN1C(=O)CCSc2ccc(S(=O)(=O)N3CCCC3)cc21)Nc1ccccc1
  AmpC inh detg = -1%&20%; Sm TGR block = 1%&1%; AmpC inh no detg = -3%; FBPA Giardia inh = 10%; HCV inhibitor = 5%; HCMV antiviral = -18&-24

Next structures.
molecule | AmpC inh detg | Sm TGR block | AmpC inh no detg | FBPA Giardia inh | HCV inhibitor | HCMV antiviral
COc1ccccc1Nc1nc(N)nc(CN2CC(C)CC(C)C2)n1 (configuration not stated) | 7% | 7% | -12% | 0% | 17% | 11
CCOc1ccc(N(Cc2ccc(OC)cc2)C(=O)c2ccco2)cc1 | -4% | -2% | -3% | -1% | -25% | -26
CCOC(=O)COc1cccc2c(=O)n(CC(=O)N3CCc4ccccc43)ccc12 | ? | 1% | -15% | 5% | 0% | 24
O=C(COC(=O)CCc1ccc(S(=O)(=O)N2CCCCC2)cc1)Nc1ccc2c(c1)OCO2 | -14% | -14%[11.4 µM] | -29% | -7% | 5% | 4
O=S(=O)(NCc1ccccn1)c1ccc(Br)s1 | ? | -2% | -11% | -7% | -7% | ?
CN(C)/C=N/c1nc2nccc(-c3cccnc3)n2n1 | -5% | 59%[activator] | -29% | 2% | 8% | 25
O=C(c1cccc(OC2CCN(Cc3ccc(F)cc3)CC2)c1)N1CCCC1 | ? | 1% | 39% | 0% | -21% | -24
O=C(NCC1CCCO1)/C(=C\c1ccccc1)NC(=O)c1ccccc1 (configuration not stated) | 2% | 0% | -8% | 1% | ? | -9
COC(=O)C1=C(NC(=O)c2cccs2)CCS1 | 5% | 1% | 3% | 0% | . | .
COc1cccc(C2C(C#N)=C(N)N(N(C)C)C3=C2C(=O)CC(C)(C)C3)c1 (configuration not stated) | 3% | 1% | -14% | -15% | 12% | -21
CCOC(=O)C1CCN(S(=O)(=O)c2ccc(-c3cc(C(F)(F)F)n(C)n3)s2)CC1 | 0% | 2% | 107%[activator] | -1% | 16% | -24
Cc1c(NC(=O)/C=C/c2ccc(S(=O)(=O)N3CCOCC3)cc2)c(=O)n(-c2ccccc2)n1C | 1% | -4% | -17% | 2% | -6% | 12

Among those listed so far, 3 have a nitro group on carbon.
molecule | AmpC inh detg | Sm TGR block | AmpC inh no detg | FBPA Giardia inh | HCV inhibitor | HCMV antiviral
Cc1ccc(S(=O)(=O)N(Cc2ccc([N+](=O)[O-])cc2)C(=O)N2CCN(C)CC2)cc1 | ? | -15% | 19% | . | 25% | -13
CCOc1ccc(NC(=S)Nc2ccc(C)c([N+](=O)[O-])c2)cc1 | -14% | -16% | -34% | -8% | -34% | 7
O=C(O)c1cccc(N2C(=O)c3cc([N+](=O)[O-])cc4cc([N+](=O)[O-])cc(c34)C2=O)c1 | -17% | 2µM* | -32% | ? | ? | -18

Compound profiles (already shown). Order of screens: AmpC inh detg	Sm TGR block	AmpC inh no detg	FBPA Giardia inh	HCV inhibitor	HCMV antiviral
CCOC(=O)C1CCN(S(=O)(=O)c2ccc(-c3cc(C(F)(F)F)n(C)n3)s2)CC1 across the screens: 0%	2%	107%[activator]	-1%	16%	-24
Cc1c(NC(=O)/C=C/c2ccc(S(=O)(=O)N3CCOCC3)cc2)c(=O)n(-c2ccccc2)n1C across the screens: 1%	-4%	-17%	2%	-6%	12
COC(=O)C1=C(NC(=O)c2cccs2)CCS1 across the screens: 5%	1%	3%	0%	.	.

Rows are unselected (roughly 9.9% active in at least one column).
